ADAM10 inh: ADAM10 inhibition, QFRET primary screen; inhibition, % at 7 µM; 370,000 compounds, 0.62% hits; O14672; recombinant ADAM10, EDANS/DABCYL FRET peptide cleavage, 3 h;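 active = inhibition above a per-campaign cutoff equal to the mean of compounds falling between control-based bounds plus 3 SD, cut at about 20% in these data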;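 note: 0% = DMSO wells while the 100% control is not disclosed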
rCAG binder: molecules binding r(CAG) RNA repeats. r(CAG) RNA repeat, TO-PRO-1 dye displacement fluorescence. inhibition, % at 3 µM. 370,000 compounds, 1.3% hits;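 active = inhibition above the plate cutoff, the mean of all test compounds on that plate plus 3 SD, cut at about 35% in these data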;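 note: 0% = DMSO alone and 100% = 100 µM mitoxantrone as full dye displacement; higher means more dye released from RNA so lower well fluorescence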
DDE Tn6 FP inh: disrupts Tn6 cyclic peptide binding to fibrin D-Dimer-E complex | P02675 | Fibrin DD(E) TRITC-Tn6 fluorescence polarization displacement | inhibition, % at 8.3 µM | 370,000 compounds, 0.21% hits | AID 720509;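 active = inhibition above a per-campaign cutoff: mean of compounds within control limits plus 3 SD, cut at about 15% in these data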;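 note: 0% = median of all compound wells on the plate and 100% = blocking peptide control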
Target sequence (P02675 whole entry, looked up): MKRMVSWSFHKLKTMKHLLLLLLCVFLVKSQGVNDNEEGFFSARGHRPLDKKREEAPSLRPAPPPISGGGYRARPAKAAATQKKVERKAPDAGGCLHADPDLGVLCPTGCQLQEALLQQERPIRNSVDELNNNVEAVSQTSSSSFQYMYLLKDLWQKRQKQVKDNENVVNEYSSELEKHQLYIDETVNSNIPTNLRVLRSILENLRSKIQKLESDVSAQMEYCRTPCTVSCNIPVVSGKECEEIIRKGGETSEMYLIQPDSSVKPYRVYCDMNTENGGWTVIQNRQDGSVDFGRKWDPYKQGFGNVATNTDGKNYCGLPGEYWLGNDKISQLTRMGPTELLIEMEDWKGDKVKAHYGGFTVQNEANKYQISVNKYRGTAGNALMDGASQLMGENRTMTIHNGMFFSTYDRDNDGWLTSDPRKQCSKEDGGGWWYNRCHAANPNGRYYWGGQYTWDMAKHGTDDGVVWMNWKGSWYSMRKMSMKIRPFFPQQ
ASAP1 inh: ASAP1 ArfGAP inhibition; Q9ULH1; ASAP1-stimulated ARF1 GTP hydrolysis, GDP FP detection; inhibition, % at 16.5 µM; 360,000 compounds, 0.19% hits; AID 624377; in the data active = inhibition above about 25%;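 note: 0% = vehicle with enzyme and substrate and 100% = no enzyme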
HGIII-sPLA2 inh: Inhibits HGIII-sPLA2 liposome hydrolysis, primary screen; Q9NZ20; QFRET BODIPY PC-A2 liposome hydrolysis, fluorescence; inhibition, % at 12.2 µM; 370,000 compounds, 0.56% hits; AID 743126;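 active = inhibition above mean plus 3 SD of compounds lying within the high and low control bounds, cut at about 19% in these data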;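 note: 0% = median of test compound wells and 100% = no enzyme DMSO wells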
Target sequence (Q9NZ20 whole entry, looked up): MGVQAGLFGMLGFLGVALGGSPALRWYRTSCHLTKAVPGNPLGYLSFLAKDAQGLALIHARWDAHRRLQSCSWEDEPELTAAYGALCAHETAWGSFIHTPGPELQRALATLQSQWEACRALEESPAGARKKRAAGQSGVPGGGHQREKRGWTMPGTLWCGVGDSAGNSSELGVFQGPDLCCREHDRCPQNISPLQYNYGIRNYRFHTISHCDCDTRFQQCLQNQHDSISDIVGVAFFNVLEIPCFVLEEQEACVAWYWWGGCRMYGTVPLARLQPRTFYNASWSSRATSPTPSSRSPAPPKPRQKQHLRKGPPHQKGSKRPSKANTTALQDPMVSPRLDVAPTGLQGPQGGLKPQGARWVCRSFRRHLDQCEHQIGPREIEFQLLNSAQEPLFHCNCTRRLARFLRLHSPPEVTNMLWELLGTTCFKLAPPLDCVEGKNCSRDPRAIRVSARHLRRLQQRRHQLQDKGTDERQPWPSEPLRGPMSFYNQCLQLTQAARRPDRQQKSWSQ
KLK7 zymogen act: proKLK7 (human) activation, primary screen | 370,000 compounds, 0.9% hits | purified proKLK7, EDANS-DABCYL substrate fluorescence; 100% is mature enzyme control, 0% vehicle | activation, % at 7 µM | AID 652039;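 active = activation above the mean of all tested compounds plus 3 SD, computed per campaign excluding outliers beyond control limits, cut at about 13% in these data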
NPR2 activator: GC-B (human) receptor activation; activation, % at 10 µM; P20594; HEK293-GC-B cells, CNP EC30, cGMP TR-FRET; 0% at EC30 CNP, 100% saturating CNP; 370,000 compounds, 0.11% hits;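 active = activation at 10 µM reaching about 35% in either raw or pattern-adjusted values, limit read from the data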
GAA850 FXN act: frataxin GAA850 promoter activation | HEK293 lucGAA850 FXN promoter luciferase reporter, 24 h; percent of 10 µM SAHA response | 360,000 compounds, 0.56% hits | activation, % at 6 µM;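 active = activation above the average of all compounds screened plus 3 SD, cutoff fixed separately per campaign, cut at about 7.5% in these data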;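 note: 0% = DMSO wells and 100% = 10 µM SAHA wells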
GC-A act: GC-A (human) enzyme activation; 370,000 compounds, 0.14% hits; activation, % at 10 µM; HEK293 GC-A cells, cGMP TR-FRET, EC30 ANP; 0% at EC30 ANP, 100% saturating ANP; in the data active = activation above about 40%
ARFGAP1 inh: rat ARFGAP1 inhibition | Q62848 | Arfgap1-stimulated ARF1 GTP hydrolysis, GDP FP detection | inhibition, % at 16.5 µM | 360,000 compounds, 0.26% hits;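 active = inhibition above a per-plate limit, mean inhibition of low control wells plus 3 SD, cut at about 25% in these data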;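 note: 0% = DMSO wells with enzyme and 100% = wells lacking Arfgap1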
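System: truncated rat Arfgap1 GAP domain / Medium: HEPES-based buffer, pH 7.5 / Also added: N-terminally truncated human ARF1-GTP substrate / Incubation: enzyme reaction 120 min at 25 °C after 20 min preincubation / Measured by: FP of antibody-bound GDP Alexa 633 tracer, ex 620/em 688 nm / Replicates: singlicate, each compound tested once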
An asterisk follows results filed as active; i = inactive; nt = no result given.

Under each structure: KLK7 zymogen act	NPR2 activator	rCAG binder	ASAP1 inh	ADAM10 inh	HGIII-sPLA2 inh	DDE Tn6 FP inh	GC-A act	ARFGAP1 inh	GAA850 FXN act
- CNC(=O)N(O)C1N(NC(=O)Nc2cccc3ccccc23)C(=S)SC1(C)C (stereo not given)
    -0.4	4	1	1	2	-11	0	5	-3	0.8
- CCOCCOc1cccc(C(=O)NC(c2ccccc2)C(C)C)c1 (stereo not given)
    0.1	0	-6	-10	3	-1	4	0	5	1.4
- O=C(CCC1CCCCC1)NCCN1C2=NC[C@@H](Cc3ccccc3)N2C[C@H]1Cc1ccc(O)cc1
    0.7	-7	0	4	-3	-11	3	0	-10	-2.1
- CC(=O)C1C=CC(C)(C(=O)O)C2C=C(C)C(=O)C(C)(O)C12 (stereo not given)
    0.0	3	0	-13	-4	-4	-1	1	-5	0.7
- CC(C)(C)C(=O)COC(=O)c1cccc(NC(=O)c2ccco2)c1
    -0.3	0	-1	15	2	-21	-3	3	1	0.7
- CCC1(C)N(O)C(C)(C)C(c2ccc(F)cc2)=[N+]1[O-] (stereo not given)
    0.7	7	-4	8	6	1	3	5	-10	0.3
- Cc1ccc(C2=NNC(C(O)C(O)C(O)C(O)CO)S2)cc1 (stereo not given)
    -0.3	8	4	-8	-18	6	5	3	-4	0.7
- O=C(COC(=O)CC(c1ccccc1)c1ccccc1)NCc1ccc(Cl)cc1
    -0.3	-8	-3	13	14	-25	2	-4	-5	-3.7
- O=C(NCCSc1c(-c2ccccc2)[nH]c2ccccc12)c1cc2ccccc2oc1=O
    0.7	3	5	7	-4	-1	-1	-4	10	-1.9
- Cc1ccc(OC(C)C(=O)Nc2ccccc2C(=O)NCc2cccnc2)cc1C (stereo not given)
    0.2	0	-9	-3	-5	-3	13	0	1	2.5
- CCOC(=O)C1=C(C)NC(=O)NC1c1cccnc1 (stereo not given)
    -0.6	0	-3	10	0	8	-7	3	6	0.5
- COc1ccc(NC(=O)COc2cccc3c2OC(C)(C)C3)c(OC)c1
    -0.1	0	-5	2	2	1	3	-3	-1	-1.3
- N#Cc1cccc(NC(=O)c2cc(C3CCCCN3C(=O)CCCc3ccccc3)on2)c1 (stereo not given)
    0.3	3	6	-5	6	-3	-7	0	16	-2.0
- N#CCC[C@H]1CC[C@]2(CCCN(C(=O)C3CCCCC3)C2)O1
    -0.3	-6	1	nt	2	10	8	3	nt	nt
- Cc1cc(-n2c(=O)c(C#N)cc3c(=O)n4ccccc4nc32)no1
    22*	2	5	6	i	-6	1	6	1	-3.6
- CC(C)N1CC(C(=O)Nc2ccc(S(=O)(=O)N3CCCCC3)cc2)CC1=O (stereo not given)
    0.1	8	1	-9	-3	-2	4	0	8	1.5
- COc1ccc(C)cc1NC(=O)CSc1nc(SC)ns1
    -0.3	-4	4	-14	-1	-2	-3	-5	-1	-0.6
- COC(=O)c1ccc2[nH]ccc2c1
    -0.2	-1	8	12	2	-1	-4	0	4	-0.7
- COc1ccc(-c2nnc(SCC(=O)Nc3nc4ccccc4s3)n2C)cc1
    0.5	-10	0	4	0	0	-2	-5	0	0.0
- N#Cc1c(N)sc2c1CCN(CCc1ccccc1)C2
    -0.4	0	10	4	-171	-2	6	4	6	1.0
- CCN(CC(=O)Nc1cc(Cl)ccc1C)C(=O)C1COc2ccccc2O1 (stereo not given)
    0.5	-1	4	-2	-14	2	-2	-4	2	-1.3
- COC(C[C@@H](O)[C@@H](C)[C@H](O)COCc1ccccc1)OC
    -1.2	5	-2	6	-4	4	10	0	12	0.6
- CCC1CCCCN1S(=O)(=O)c1ccc(NC(=O)c2snnc2C)cc1 (stereo not given)
    0.0	-4	1	4	0	-19	1	3	-4	1.3
- Cc1c(C(=O)N/N=C/c2ccncc2)no[n+]1[O-]
    -0.7	nt	0	2	-16	7	-10	nt	-1	2.0
- COc1ccc(-c2cc(-c3nnc(COC(=O)C4CC4)o3)c3ccccc3n2)cc1OC
    -19	5	10	0	-32	-10	-8	9	2	3.4
- Cc1ccc(C)c(Cn2c(O)c(N=NC(=S)Nc3ccccc3F)c3ccccc32)c1
    -0.1	-3	-1	9	-12	3	1	-4	3	-0.5
- COc1ccc(NC(=S)N(CCN(C)C)C(C)c2ccco2)cc1Cl (stereo not given)
    0.4	1	1	-15	3	17	-4	4	1	0.9
- COc1cc2c(cc1OC)C(C)N(C(=O)Cn1ncc3c1-c1ccccc1OC3)CC2 (stereo not given)
    0.0	2	-2	-2	-5	0	-6	-3	-10	-3.6
- CCc1nc2c(OCc3ccccc3C)cccn2c1N(C)C(=O)c1ccc(C)cc1
    0.5	2	-1	8	-9	6	10	-3	9	-2.5
- O=C(Cc1ccccc1[N+](=O)[O-])NNC(=O)c1cccs1
    0.0	3	-1	-11	-5	2	-5	0	-6	-0.9

Following part:
Under each structure: KLK7 zymogen act	NPR2 activator	rCAG binder	ASAP1 inh	ADAM10 inh	HGIII-sPLA2 inh	DDE Tn6 FP inh	GC-A act	ARFGAP1 inh	GAA850 FXN act
- CCOC(=O)c1c(NS(=O)(=O)c2ccc(Br)cc2)sc2c1CCC2
    0.0	2	68*	2	9	-6	0	-7	-17	-1.8
- N/C(Cc1cccc2ccccc12)=N\O
    -0.3	4	-2	2	-1	10	2	2	11	-0.5
- COc1ccc(CN2CCCC(C(=O)N(C)Cc3ccccc3)C2)cc1OC (stereo not given)
    -0.4	-2	-6	3	0	3	-9	2	-14	0.9
- C=CCNC(=S)Nc1ccc(F)cc1F
    -1.1	0	1	1	2	3	-5	3	2	1.6
- O=C(CN1CCN(S(=O)(=O)c2ccc(Cl)c(Cl)c2)CC1)N1CCCC1
    0.8	1	-2	-31	-13	10	2	0	13	0.0
- N#Cc1ccc(NC(=S)Nc2ccccc2)cc1
    -0.4	2	-2	-14	7	0	1	5	7	-1.0
- O=[N+]([O-])c1cc(/C=N/OCc2c(Cl)cccc2Cl)ccc1N1CCOCC1
    0.6	7	3	-1	-8	-2	-3	4	-6	6.9
- O=c1sc2ccccc2n1CCOc1ccccc1
    0.0	-2	-3	1	7	-6	-8	3	3	2.9
- COc1ccc(C(c2nnnn2C2CCCC2)N2CCN(C3CCCC3)CC2)cc1OC (stereo not given)
    0.1	-5	-9	12	3	-2	-3	-1	12	0.1
- COc1ccc(C2CC(c3cccs3)=NN2c2nc(C)c(C(C)=O)s2)cc1OC (stereo not given)
    -5.6	6	3	7	-100	-5	-2	4	-3	2.5
- CC(C)[C@H](NC(=O)OC(C)(C)C)c1cc(C(=O)NCCc2c[nH]c3ccccc23)c(N)s1
    0.6	3	8	16	2	-7	1	0	4	nt
- Cc1ccc(S(=O)(=O)NCc2cc(=O)n(C)c(=O)n2C)cc1C
    0.5	4	1	-10	-11	-2	-1	4	-11	-0.3
- Cc1cc(Cl)c(OCCCn2ccnc2)c(Br)c1
    -0.1	1	-1	6	4	-32	1	-1	1	0.6
- CC(=O)NCC(=O)OC(C)C(=O)Nc1ccc(C(C)=O)cc1 (stereo not given)
    0.0	3	-5	4	0	6	-2	0	-7	-2.0
- CC1CC(C)(C)NC(=S)N1CCCC(=O)Nc1ccc(Cl)cc1 (stereo not given)
    0.1	-1	-5	-8	1	15	3	-1	0	2.1
- CCOc1cc(CNCC2CCCN2CC)cc(Cl)c1OC (stereo not given)
    -0.4	7	-1	2	2	12	2	0	7	0.9
- COC(=O)c1cc(S(=O)(=O)N(Cc2ccccc2)C(C)(C)C)c[nH]1
    0.0	6	2	7	9	-23	-7	3	1	0.2
- O=C(Cn1cc(C(F)(F)F)ccc1=O)Nc1cccc(S(=O)(=O)N2CCOCC2)c1
    0.3	-8	3	-1	-8	-2	1	2	6	2.8
- COCCNCCCCSc1ccc(Cl)cc1
    0.1	-16	4	1	1	0	5	2	-6	0.7
- N#C/C(=C\c1c(N(Cc2ccccc2)Cc2ccccc2)nc2ccccn2c1=O)C(N)=O
    2.3	-6	-3	-5	-42	-1	0	-7	-8	4.3
- Cc1c(C(=O)N2CCN(C(c3ccccc3)c3ccccc3)CC2)oc2ccccc12
    -0.2	0	7	-8	-9	1	-6	-1	13	1.9
- CCOc1ccc(/C=N/NC(=O)C(C)N(c2ccc(OC)cc2)S(C)(=O)=O)cc1 (stereo not given)
    -0.2	2	-2	-12	8	2	-2	3	21	0.4
- CSCCC(NS(=O)(=O)c1cccs1)C(=O)NCc1ccccc1 (stereo not given)
    -0.1	-3	-1	-4	1	-3	1	0	-3	2.3
- CN1CCN(c2c(F)cc3c(=O)c(C(=O)O)cn4c3c2OCN4C)CC1
    60*	-1	-1	1	-351	-1	-3	-3	-2	1.6
- COC(=O)CCCC1=CC2=C(c3ccccc3)C(=O)C(C)(OC(=O)C3CCCC3)C(=O)C2=CN1c1ccc(OC)cc1 (stereo not given)
    -0.5	3	7	-1	2	-6	0	-2	4	-0.3
- C[C@@H]1CN([C@@H](C)CO)C(=O)CCCn2nncc2CO[C@H]1CN(C)Cc1ccccc1C(F)(F)F
    0.2	6	-3	-1	-7	4	-5	4	7	2.4
- C=CCN1C[C@H](COC(=O)c2ccc(C)c(C)c2)Oc2cccc(F)c2S1(=O)=O
    0.6	-4	4	-5	16	-9	5	3	11	nt
- C=CCSc1nc2sc3c(c2c(=O)n1CC=C)CCc1ccccc1-3
    0.0	-2	3	-7	0	-3	-1	-11	0	6.1
- CC(C)=CCc1cc([C@@H]2COc3c(ccc4c3C=CC(C)(C)O4)C2)c(O)cc1O
    -0.2	-2	17	7	13	0	-8	-1	17	0.4
- COc1ccc(N2CCN(c3nc4ccc(C)cn4c(=O)c3C=O)CC2)cc1
    1.3	-4	-3	-2	-3	-3	-1	3	16	2.8

Later entries.
Under each structure: KLK7 zymogen act	NPR2 activator	rCAG binder	ASAP1 inh	ADAM10 inh	HGIII-sPLA2 inh	DDE Tn6 FP inh	GC-A act	ARFGAP1 inh	GAA850 FXN act
- Cc1ccccc1NC(=O)c1ccccc1NC(=O)c1ccco1
    0.4	-4	-1	-7	-10	-1	16*	-2	-2	2.2
- O=C(NC1CCCCC1)N1CCN(C(=O)c2ccco2)CC1
    0.4	4	-2	-2	-3	6	0	-4	6	1.5
- CCOC(=O)C(=CNc1cc(C)nn1-c1ccccc1)C(=O)OCC
    0.8	3	-11	-13	2	2	7	6	-12	-5.7
- Cc1ccc(-n2c(SCC(=O)N3CCCCC3)nc(O)c(Cc3ccccc3)c2=O)cc1
    0.3	-3	9	-6	-1	5	-6	2	-1	0.6
- CCOc1ccc(OCC(=O)N2CCOCC2)cc1
    0.0	-1	-5	-17	3	10	-2	1	12	-0.3
- O=C1COc2ccc(C(=O)COC(=O)c3cccnc3Cl)cc2N1
    -0.3	3	2	7	3	1	-1	12	12	2.0
- COC(=O)c1cc2c(c3c4cc(F)ccc4n(S(=O)(=O)c4ccccc4)c13)C(=O)N(Cc1ccccc1OC)C2
    -1.2	10	16	-1	0	1	0	-2	-6	nt

DDE Tn6 FP inh: what is marked active above.
molecule	KLK7 zymogen act	NPR2 activator	ASAP1 inh	ADAM10 inh	HGIII-sPLA2 inh	DDE Tn6 FP inh	GC-A act	ARFGAP1 inh
Cc1ccccc1NC(=O)c1ccccc1NC(=O)c1ccco1	0.4	-4	-7	-10	-1	16*	-2	-2
